HT1080NT lethal – kills 2HG-producing HT-1080-NT fibrosarcoma cells; HT-1080-NT fibrosarcoma viability, CellTiter-Glo ATP luminescence, 48 h; Potency, µM (top dose mostly 46.1 µM), without a hit: at the top dose activity, negative = less viability, actives largely listed as cytotoxic; 360,000 tested, 1.6% active; AID 686970;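 also: NT is the 2HG producing partner of a matched IDH1 knockdown line; potency is read from the fitted curve at half-maximal effect; 0% = DMSO-treated cells and -100% = media-only wells without cells; nearly all actives have a fitted effect of over 55% in size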
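Read-out is CellTiter-Glo luminescence after 10 minutes at room temperature, following 48 hours' compound treatment of HT-1080-NT cells (750 cells/well, RPMI, 5% FBS, 37 degrees C).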
IL-1B inflam inh – inhibitors of inflammasome signaling (IL-1 beta secretion) | THP-1 LPS/ATP IL-1B secretion, AlphaLISA, 16 h; hits give low values | activity change, % at 57.5 µM | 360,000 tested, 4.7% active; in the data active = activity change below about -50%; inconclusive = mostly about -30% to -49%; also: % is scaled to controls: 0 for no effect and ±100 for the full control effect
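THP-1 cells pretreated 1 hr with compounds (up to 57.5 uM final), then stimulated with LPS (250 ng/mL final) plus ATP (1.25 mM final); secreted IL-1B measured by AlphaLISA after 16 hr, decreased signal indicating inhibition.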
D3 ag – activates the human D3 dopamine receptor | P35462 | D3R DiscoveRx beta-arrestin cells, luminescence, 90 min | max activation, % | 410,000 tested, 0.58% active; in the data active = max activation above about 30%; also: 0% is about no effect; mostly tested at two doses, the higher about 12 µM
Target sequence (P35462 whole entry, looked up): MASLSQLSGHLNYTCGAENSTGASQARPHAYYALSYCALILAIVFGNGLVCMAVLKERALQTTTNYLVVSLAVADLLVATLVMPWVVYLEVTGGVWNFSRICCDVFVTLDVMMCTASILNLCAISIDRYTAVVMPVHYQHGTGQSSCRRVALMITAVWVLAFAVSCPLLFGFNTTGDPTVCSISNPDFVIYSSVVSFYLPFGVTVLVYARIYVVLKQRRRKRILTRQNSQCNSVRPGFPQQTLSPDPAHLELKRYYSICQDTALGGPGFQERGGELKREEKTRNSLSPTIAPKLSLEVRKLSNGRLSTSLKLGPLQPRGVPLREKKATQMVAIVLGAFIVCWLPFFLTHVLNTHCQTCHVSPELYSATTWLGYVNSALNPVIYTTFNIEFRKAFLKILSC
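Agonist-mode cell screen: cells plated at 1500/well and incubated overnight at 37 °C, then exposed to library compounds for 90 min at 37 °C. Detection reagent was added for 30–60 min at room temperature, and luminescence was read.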
KB-3-1 tox – kills parental KB-3-1 adenocarcinoma cells; KB-3-1 viability, CellTiter-Glo ATP luminescence, 72 h; Potency, µM (highest dose often 46.1 µM), inactives show top-dose activity change, negative = cytotoxic, usual class: cytotoxic; 400,000 tested, 1.4% active; AID 1347075; also: potency is read from the fitted curve at half-maximal effect; % is scaled to controls: 0 for no effect and ±100 for the full control effect; nearly all actives have a fitted effect of over 60% in size
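72 h, 37 °C compound treatment of KB-3-1 parental cells; CellTiter-Glo added, 10 min, luminescence read. Data corrected against DMSO-only plates and normalized before curve fitting.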
SW480 rerep – inducers of DNA re-replication in SW480 colon cancer cells | Potency, µM (titrated, usually from 46.1 µM), inactives show at the top dose re-replication activation, actives largely listed as activators | 340,000 tested, 1.8% active | AID 624297 | SW480 DNA re-replication, Hoechst DNA content imaging, 48 h; also: potency is read from the fitted curve at half-maximal effect; % of control where 0% means no effect; nearly all actives have a fitted effect of over 55% in size
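Hoechst fluorescence of nuclei (405 nm excitation, 500-530 nm emission) measured by plate-scanning imager after 48 hr compound exposure at 37 C; re-replication scored as increased number of nuclei with elevated intensity.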
HT1080 IDH1KD tx – HT-1080 IDH1 knockdown cell toxicity (counter line). Potency, µM (top dose mostly 46.1 µM), for inactives: at the highest dose activity, negative = toxicity, most hits filed as cytotoxic. 360,000 tested, 2% active. HT-1080 IDH1 knockdown viability, ATP luminescence, 48 h;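 also: potency is read from the fitted curve at half-maximal effect; 0% = DMSO wells and -100% = cell-free medium wells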
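CellTiter-Glo luminescence after 48 h compound exposure at 37 degrees C of IDH1-knockdown HT-1080 cells in 5% FBS RPMI. %Activity scaled between DMSO wells and cell-free media wells, with curves fitted and assigned curve classes.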
KB-V1 cytotox – KB-V1 MDR subline cytotoxicity; KB-V1 MDR cells viability, CellTiter-Glo, 72 h; Potency, µM (titrated, usually from 46.1 µM), for the others: top-dose activity change, negative = cytotoxicity, most hits filed as cytotoxic; 400,000 tested, 3.4% active; also: potency is read from the fitted curve at half-maximal effect; % is scaled to controls: 0 for no effect and ±100 for the full control effect; nearly all actives have a fitted effect of over 60% in size
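Cells of the MDR subline KB-V1 are plated, dosed with compound at multiple concentrations, and incubated 72 h at 37 degrees C; CellTiter-Glo is then added and luminescence read after 10 min.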
MCF10A rerep – inducers of DNA re-replication in MCF 10A breast cells. MCF 10A DNA re-replication, Hoechst nuclear intensity, 48 h. 350,000 tested, 2.9% active. Potency, µM (top dose mostly 46.1 µM), inactives show at the highest dose activity, positive = re-replication, usual class: activators. AID 624296; also: potency is read from the fitted curve at half-maximal effect; % of control where 0% means no effect; nearly all actives have a fitted effect of over 50% in size
GLP1R cytotox – cytotoxicity in counter-screen for GLP-1R inverse agonists. HEK293 cAMP-luciferase reporter cells, luminescence, 24 h. Potency, µM (highest dose often 38.3 µM), without a hit: at the highest dose activity change, negative = inhibition, hits mostly inhibitors. 410,000 tested, 0.13% active;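 also: loss of luciferase light is scored as toxicity; potency is read from the fitted curve at half-maximal effect; % is scaled to controls: 0 for no effect and ±100 for the full control effect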
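Luminescence readout: signal drop marks cytotoxicity. Plated cells grew 12 h at 37 °C, 5% CO2, received 23 nL compound for 24 h, then got luciferase reagent, read after 12 min at RT.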
* = called active by the depositor; ? = inconclusive; . = not tested or not shown; [ ] = remark or other dose. Unless noted, calls follow the shape of the dose curve; as a rule, active = well fitted curve in the direction sought with a large enough effect; inconclusive = small, poorly fitted or top-dose-only effect, or another doubt; inactive = no such curve, though single readings can be large; an effect the other way counts as inactive or inconclusive.

SMILES,HT1080NT lethal,IL-1B inflam inh,D3 ag,KB-3-1 tox,SW480 rerep,HT1080 IDH1KD tx,KB-V1 cytotox,MCF10A rerep,GLP1R cytotox
O=C(CN1C(=O)C2CC=CCC2C1=O)Nc1nc(-c2ccc(F)c(F)c2)cs1 (stereo not drawn),0%,-6,1,-2%,1%,-18%,14%,6%,-11%
CC(=O)OCC(=O)C1(O)CCC2C3CC(F)C4=CC(=O)CCC4(C)C3C(=O)CC21C (stereo not drawn),16%,-18,2,6%,-5%,?,19%,-39%[inhibitor],-3%
CC(=O)N1CCN(S(=O)(=O)c2cccc(C(=O)NNC(=O)Cn3nc(C)cc3C)c2)CC1,8%,1,0,6%,-3%,0%,10%,-1%,2%
CCOc1ccc(S(=O)(=O)Nc2ccccc2C(=O)N2CCCC2)cc1,-10%,0,-17,-4%,?,-3%,-19%,-9%,-1%
Cn1c(=O)cc(SCC(=O)NCCc2ccc(Cl)cc2)c2cc(Cl)ccc21,.,.,-6,3%,.,.,4%,.,9%
CCOC(=O)c1c(NC(=O)COC(=O)CCNS(=O)(=O)c2ccccc2)sc(C(=O)N(C)C)c1C,-5%,-2,-26,0%,-2%,1%,-3%,1%,-5%
CC(=O)Nc1ccc(/C(C)=N/NC(=O)c2ccc(CN3CCOCC3)cc2)cc1,13%,12,-13,3%,-28%,7%,5%,-13%,-3%
NS(=O)(=O)c1ccc(NC(=O)COC(=O)c2cn(-c3ccccc3)nc2-c2ccc(F)cc2)cc1,-22%,-2,-1,0%,-1%,?,18%,?,-25%
O=C(Nn1cnc2ccccc2c1=O)c1ccc([N+](=O)[O-])cc1Cl,-22%,14,16,2%,-141%[inhibitor],-1%,12%,0%,5%
Cc1cc(/C=C2\SC(=S)NC2=O)cc(C)c1O,-24%,?,-3,?,-8%,-3%,?,10%,?
Cc1ccc(C(=O)NCCc2csc(-c3cccc(F)c3)n2)cc1C,.,.,4,8%,.,.,1%,.,-6%
O=C(CN1CCN(c2ccccc2)CC1)N1CCc2[nH]c3ccccc3c2C1,-6%,11,7,2%,-7%[9.22 µM],-2%,-1%,5%,23%
CC(=NCCc1ccccc1)C1=C(O)COC1=O,2%,-4,4,-1%,-4%,13%,17%,6%,18%
CCN(CC(=O)Nc1c(F)cccc1F)C(=O)CNC(=O)c1ccc2c(c1)OCO2,0%,-10,7,21%,-6%,13%,12%,-6%,-1%
C=CCNC(=O)c1ccc(C2SCC(=O)N2Cc2ccccc2)cc1 (stereo not drawn),-12%,7,0,-5%,-3%,-3%,-3%,0%,-8%
COC(=O)c1ccc(CN2CCN(CC(C)C)C(CCO)C2)cc1 (stereo not drawn),25%,6,-10,14%,0%,-5%,-15%,18%,-8%
NC(=O)NS(=O)(=O)Oc1ccccc1,0%,19,-2,21%,-8%,7%,-3%,-1%,-9%
CCOC(=O)Cn1c(=O)n(C2CCCCC2)c2nc(-c3ccc(C(C)C)cc3)nc(C(N)=O)c21,.,.,4,?,.,.,-13%,.,-9%
Cn1cnnc1SCC(=O)Nc1ccccc1F,4%,6,1,5%,-5%,7%,0%,3%,-4%
CCN1CCN(C(c2cccs2)C(C)NS(=O)(=O)c2ccc(Br)cc2)CC1 (stereo not drawn),0%,-4,-7,3%,-7%,-1%,23µM*,11%,?
CC1CCN(C(=O)CSc2nnc(Cc3cccn3C)n2-c2ccc(F)cc2)CC1,-7%,-16,4,11%,4%,0%,10%,0%,-19%
CCOc1ccc(CCNC(=O)Cn2ccc3cc(S(=O)(=O)N4CCCCCC4)ccc32)cc1,.,.,-23,0%,.,.,-12%,.,-9%
COC(=O)c1ccc(NC(=O)CCCCCn2nnc3ccccc3c2=O)cc1,7%,36,8,-2%,-14%,3%,0%,-5%,3%
COc1ccc(-n2c(SCC(=O)NCCC(C)C)nc3ccsc3c2=O)cc1,0%,0,19,6%,-1%,5%,?,8%,-20%
Cc1ccc(S(=O)(=O)/C=C2\OCc3ccccc32)cc1,0%,-12,3,9%,.,16%,-14%,.,6%
Nn1c(SCC(=O)Nc2ccc(F)c(F)c2)nnc1C1CCCCC1,1%,?,-6,-4%,1%,0%,0%,14%,-12%
COc1ccc(OCC(=O)NCc2ccc3c(c2)CCN3C(=O)c2ccc(F)cc2)cc1,.,.,-9,-2%,.,.,8%,.,3%
CC(=O)Nc1cccc(NC(=O)c2c(-c3c(Cl)cccc3Cl)noc2C)c1,0%,9,11,-16%,-15%,-10%,?,-5%,-13%
Cc1nc(Cc2nnc(SCC(=O)N3CCN(c4ccc(F)cc4)CC3)o2)cs1,6%,-2,3,-2%,-16%,0%,-28%,1%,-5%
COc1cccc(C(=O)NCC(=O)OCC(=O)Nc2cc(OC)c([N+](=O)[O-])cc2C)c1,10%,12,2,8%,2%,13%,0%,3%,12%
CCCCOC(=O)CSC1=C(C#N)C(c2ccccc2OCC)C(C#N)C(=O)N1 (stereo not drawn),-6%,15,-9,-5%,10µM*,-15%,?,?,1%
O=S(=O)(Cc1ccccc1)N1CCN(Cc2c(F)cccc2Cl)CC1,5%,7,-17,2%,-7%,6%,?,2%,-2%
Cc1nc(N)sc1C(=O)NN,21%,.,-4,-2%,-26%,23%,6%,5%,11%
O=C(CCl)N=c1sccn1Cc1ccc(Cl)cc1Cl,5.8µM*,-97*,1,?,?,3.3µM*,18µM*,?,?
Cc1ccnc(SC2CC(=O)N(c3ccc(Br)cc3)C2=O)n1 (stereo not drawn),6%,40,5,4%,-6%,2%,11%,-2%,11%
CC(C)(C)OCC1CO1 (stereo not drawn),27%,-8,0,0%,?,6%,?,-24%,2%
COc1ccc(C(=O)COC(=O)C(C)N2C(=O)C3C4CCC(C4)C3C2=O)cc1 (stereo not drawn),8%,35,1,7%,-2%,5%,20%,2%,-20%
CCNc1nc(NCC)n2c(SCC(=O)Nc3ccc(C)cc3Br)nnc2n1,-5%,-5,18,-9%,-5%,-13%,-3%,-17%,-14%
Cc1ccc2c(c1)c(/C=C/c1cc[n+](C)cc1)c(C)n2C,?,-63*,0,?,-1%,?,-3%,25%,9%
CN(C)C(=O)c1cc([N+](=O)[O-])cc([N+](=O)[O-])c1N(C)C,7%,4,-13,-7%,3%,15%,4%,-6%,-2%
O=C(Nc1cccc(C(=O)N2CCOCC2)c1)c1cncc(Br)c1,9%,0,4,7%,-1%,3%,7%,2%,9%
O=C(NC1CCCCCC1)c1cc(=O)[nH]c2ccc(S(=O)(=O)N3CCOCC3)cc12,2%,30,-6,14%,-5%,4%,17%,-6%,-10%
Cc1cccc(NC(=O)c2ccc(F)c(S(=O)(=O)NCc3ccco3)c2)c1,-3%,-13,3,-18%,8%,-17%,-16%,6%,-16%
CCCCc1cc(=O)oc2cc(C)cc(OC(C)C(=O)NCC3CCC(C(=O)O)CC3)c12 (stereo not drawn),-2%,-4,-18,0%,-8%,-1%,-3%,-12%,9%
COc1ccc(-c2nc3ccccc3o2)cc1NC(=O)c1ccc(OCC(C)C)cc1,.,.,5,10%,.,.,5%,.,-13%
COc1ccc(N2CCN(C(=O)CSc3ccc(C)cc3)CC2)cc1,21%,-15,2,2%,-6%,11%,?,-21%,14%
Cc1cc(SCC(=O)NC2(C#N)CCCCC2)nc2c(C)cccc12,-1%,-13,-17,13%,-4%,2%,-7%,20%,-8%
CC(=O)Nc1ccc(OCCOc2ccc([N+](=O)[O-])cc2)cc1,3%,-2,-4,0%,?,-13%,0%,?,16%
COc1ccc(C)cc1Nc1cc(C)nc(C)n1,.,.,7,7%,.,.,-22%,.,-11%
Cc1ccc2c(c1)nnn2C1CCN(CC(=O)NNC(=O)c2ccco2)CC1,-19%,13,-1,2%,-12%,-5%,-1%,1%,-27%
S=c1nc(C2CC2)n(-c2ccccc2)[nH]1,?,-6,2,8%,-6%,10%,33%,0%,-3%
CCOC(=O)c1c(Nc2ccc(OC)cc2)nnc(-c2ccccc2)c1-c1ccccc1,.,.,15,?,.,.,-14%,.,3%
O=C(CSc1ncnc2c1oc1ccccc12)Nc1nccs1,4%,28,-1,7%,-13%,3%,?,5%,3%
COc1ccc(CNC(=O)COC(=O)c2nc3nc(C)cc(C)n3n2)cc1,4%,30,5,1%,-5%,18%,-22%,-3%,-13%
COc1ccc(S(=O)(=O)NC(=O)C2(C)CCN2C(=O)Cc2cc(C)cc(C)c2)cc1 (stereo not drawn),11%,5,6,0%,.,2%,2%,.,4%
NS(=O)(=O)c1ccc(N2CCN(CCOc3ccc(Cl)cc3)CC2)nc1,?,-11,36*,?,?,-2%,-24%,2%,1%
COc1ccc(CNC(=O)C(C)OC(=O)c2cccn2C)cc1 (stereo not drawn),0%,-30,1,-3%,6%,-4%,-9%,9%,3%
O=C(CSc1nnc(CNC(=O)c2ccccc2F)o1)Nc1cccc(C(F)(F)F)c1,-1%,16,-5,9%,0%,-1%,0%,-5%,3%
O=C(Nc1ccc(S(=O)(=O)Nc2ccc(Cl)cc2)cc1)C1CCCO1 (stereo not drawn),-21%,-17,-11,-4%,5%,?,3%,-9%,-3%

Screening results: PubChem BioAssay, National Center for Advancing Translational Sciences (NCATS)
